D2 PAM = positive allosteric modulators of human D2 dopamine receptor. HEK293 T-REx D2, calcium flux, EC20 dopamine potentiation. potentiation, % at 10 µM. 340,000 tested, 0.34% active. AID 485347;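 active = potentiation over 3 SD above the plate norm, cut at about 30% in these data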; note: 0% is about no effect
Target sequence (P14416 whole entry, looked up): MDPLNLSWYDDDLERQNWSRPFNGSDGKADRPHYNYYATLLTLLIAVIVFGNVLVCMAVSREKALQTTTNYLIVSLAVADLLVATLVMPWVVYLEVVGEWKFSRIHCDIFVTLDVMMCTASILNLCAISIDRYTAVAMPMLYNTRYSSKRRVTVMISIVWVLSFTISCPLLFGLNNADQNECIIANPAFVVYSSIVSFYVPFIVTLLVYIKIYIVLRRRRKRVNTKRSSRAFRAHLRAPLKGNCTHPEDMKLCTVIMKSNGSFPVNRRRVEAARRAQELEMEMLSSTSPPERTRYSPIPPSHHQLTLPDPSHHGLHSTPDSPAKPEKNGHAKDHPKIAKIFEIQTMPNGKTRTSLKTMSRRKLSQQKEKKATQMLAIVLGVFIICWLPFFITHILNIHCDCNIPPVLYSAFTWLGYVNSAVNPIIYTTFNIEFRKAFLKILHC
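Tetracycline-induced HEK293 T-REx cells force-coupled to calcium signalling expressed D2; compounds were pin-added after a 10 s baseline, read kinetically 180 s, then an EC20 dopamine challenge followed with a further 180 s calcium read.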
RXFP1 antagonist = antagonists of human relaxin receptor RXFP1; AID 1259400; activity change, negative = inhibition, % at 57.5 µM; 350,000 tested, 0.59% active; Q9HBX9; HEK293-RXFP1, relaxin-stimulated cAMP HTRF, 30 min; stronger effect = lower value;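 active = activity change of -60% or lower, but not beyond a set lower limit; inconclusive = change between -60% and -40%, or beyond the set limit; inactive = change above -40%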; note: % is set by controls: 0 for no effect and ±100 for the full control effect
GRP78 ERSR act = inducers of ER stress response in human glioma cells | U87-MG GRP78 promoter luciferase reporter, 16 h | Potency, µM, for inactives: at the highest dose activation, most hits filed as activators | 420,000 tested, 0.02% active | AID 602332; note: potency is the fitted concentration of half-maximal effect; series mostly up to about 76 µM; % of control where 0% means no effect; nearly all actives have a fitted effect of over 35% in size
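Stably transfected U87-MG human glioma cells carrying a GRP78-based luminescent sensor were seeded at 1000 cells/well, pin-dosed with compounds and incubated 16 h. Luciferase reagent was then added, and end-point luminescence was read after 10 min at room temperature.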
D1 agonist = agonists of human D1 dopamine receptor; AID 504660; 360,000 tested, 1% active; HEK293 T-REx D1 cells, calcium flux, agonist mode; activation, % at 2 µM; P21728; in the data active = activation above about 30%; note: 0% is about no effect
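Agonism was scored from calcium flux recorded over 180 s (1 read/s) after pintool compound addition, following a 10-cycle baseline. Cells were inducible force-coupled HEK293 TREx D1, plated overnight at 30 C and loaded with no-wash calcium dye.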
D1 PAM = enhances dopamine response at the human D1 receptor | HEK293 TREx D1 cells, calcium flux, dopamine EC20 potentiation | potentiation, % at 10 µM | 360,000 tested, 0.036% active; in the data active = potentiation above about 30%; note: 0% is about no effect
RXFP1 agonist = agonists of human relaxin receptor RXFP1; Q9HBX9; HEK293T-RXFP1 cAMP TR-FRET, 30 min; response scale: percent of porcine relaxin response, buffer zero; Potency, µM (highest dose often 57.5 µM), without a hit: top-dose activation, hits mostly activators; 370,000 tested, 0.3% active; note: potency is the fitted concentration of half-maximal effect; % is set by controls: 0 for no effect and ±100 for the full control effect; nearly all actives have a fitted effect of over 60% in size; many of its hits are not listed in these tables
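cAMP rise read by TR-FRET after 30 min, 37C compound exposure (up to 58 uM) in RXFP1-transfected HEK293 cells with Ro 20174 present. EC50 from Hill-equation fits, with 29 nM porcine relaxin as 100% and buffer as basal.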
Vif-APOBEC3F blk = blocks the Vif interaction with APOBEC3F. HeLa A3F-eYFP + Vif (tagged APOBEC3F with the HIV-1 protein that degrades it), YFP fluorescence increase. Potency, µM (series often up to 46.1 µM), for the others: top-dose activity, negative = active. 390,000 tested, 0.2% active; note: potency is the fitted concentration of half-maximal effect; % of control where 0% means no effect; nearly all actives have a fitted effect of over 65% in size
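Fluorescence increase (Ex 488/Em 500-530) after overnight compound treatment at 37 deg C flags inhibition of Vif-driven A3F-eYFP loss in stable HeLa A3F-eYFP/Vif cells seeded overnight beforehand.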
Vif-APOBEC3G blk = blocks the Vif interaction with human APOBEC3G; HeLa A3G-eYFP + Vif (tagged APOBEC3G with the HIV-1 protein that degrades it), YFP fluorescence, overnight; Potency, µM (series often up to 46.1 µM), inactives show at the highest dose activity, negative = active, hits mostly inhibitors; 410,000 tested, 0.076% active;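 note: potency is the fitted concentration of half-maximal effect; % is set by controls: 0 for no effect and ±100 for the full control effect; nearly all actives have a fitted effect of over 60% in size; hits raise eYFP signal because A3G escapes Vif-driven loss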
Target sequence (Q9HC16 whole entry, looked up): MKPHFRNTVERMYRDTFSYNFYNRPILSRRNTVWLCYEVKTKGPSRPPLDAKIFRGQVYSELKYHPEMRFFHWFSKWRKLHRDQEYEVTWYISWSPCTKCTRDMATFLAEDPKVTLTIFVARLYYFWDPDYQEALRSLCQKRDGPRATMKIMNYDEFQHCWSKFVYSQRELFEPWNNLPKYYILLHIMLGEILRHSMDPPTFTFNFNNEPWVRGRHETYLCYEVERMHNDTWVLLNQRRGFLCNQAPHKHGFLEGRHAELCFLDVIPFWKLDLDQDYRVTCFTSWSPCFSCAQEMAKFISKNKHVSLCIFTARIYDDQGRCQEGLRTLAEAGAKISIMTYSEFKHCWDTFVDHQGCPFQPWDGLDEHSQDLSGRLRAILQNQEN
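HeLa cells stably expressing Vif and C-terminally eYFP-tagged A3G, seeded overnight at 37 deg C, then exposed to compound by pintool overnight at 37 deg C. Rise in yellow fluorescence (Ex 488/Em 500-530, Acumen) marks blocked Vif-driven A3G degradation.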
D1 antagonist = human D1 dopamine receptor antagonism | P21728 | HEK293 TREx D1 cells, calcium flux, dopamine EC80; stronger effect = lower value | activity change, negative = inhibition, % at 10 µM | 360,000 tested, 3.2% active; in the data active = activity change below about -30%; note: % is set by controls: 0 for no effect and ±100 for the full control effect
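Allosteric or orthosteric antagonism assessed as attenuation of the calcium response to EC80 dopamine, added 180 s after compound, in induced HEK293 Trex D1 cells loaded with no-wash calcium dye.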
Numbers without * were called inactive; ? = inconclusive; . = not tested or not shown. Unless noted, calls come from the whole dose curve; as a rule, active = well fitted curve in the direction sought with a large enough effect; inconclusive = small, poorly fitted or top-dose-only effect, or another doubt; inactive = no such curve, though single readings can be large; an effect the other way counts as inactive or inconclusive.

Start of the data: the first three records, to show the layout:
SMILES	D2 PAM	RXFP1 antagonist	GRP78 ERSR act	D1 agonist	D1 PAM	RXFP1 agonist	Vif-APOBEC3F blk	Vif-APOBEC3G blk	D1 antagonist
CCSc1ncc(Cl)c(C(=O)N2CCN(c3ccccc3OC)CC2)n1	3	.	-4%	0	0	0.9%	-6%	?	5
CS(=O)(=O)c1ccc(C(=O)CN2C(=O)NC3(CCCc4ccccc43)C2=O)cc1 (centres undefined)	6	1	-8%	1	5	0.6%	2%	-6%	-12
COc1ccc(S(=O)(=O)N2CCN(c3ccccc3OC)CC2)cc1-c1noc(C)n1	17	12	-5%	5	1	1.5%	2%	11%	-1

This part in full (from the top)
SMILES	D2 PAM	RXFP1 antagonist	GRP78 ERSR act	D1 agonist	D1 PAM	RXFP1 agonist	Vif-APOBEC3F blk	Vif-APOBEC3G blk	D1 antagonist
CCSc1ncc(Cl)c(C(=O)N2CCN(c3ccccc3OC)CC2)n1	3	.	-4%	0	0	0.9%	-6%	?	5
CS(=O)(=O)c1ccc(C(=O)CN2C(=O)NC3(CCCc4ccccc43)C2=O)cc1 (centres undefined)	6	1	-8%	1	5	0.6%	2%	-6%	-12
COc1ccc(S(=O)(=O)N2CCN(c3ccccc3OC)CC2)cc1-c1noc(C)n1	17	12	-5%	5	1	1.5%	2%	11%	-1
CCCCC(Sc1nc(N)c(NC(=O)c2ccco2)c(=O)[nH]1)C(=O)O (centres undefined)	-3	1	0%	1	1	-1.4%	2%	0%	1
Cc1cccc(C)c1NC(=O)CN(C)C(=O)c1cccc(S(=O)(=O)N2CCN(C)CC2)c1	0	0	-3%	2	-8	0.3%	-2%	-3%	-2
CCOC(=O)N1CCC(NC(=O)c2ccc3c(c2)sc2nc(-c4ccc(OC)cc4)cn23)CC1	-1	.	.	4	4	7.2%	.	.	2
Nc1ncnc(Nc2cccc(C(F)(F)F)c2)n1	12	18	-1%	2	-12	4.3%	1%	0%	2
CN(Cc1nc(-c2ccc(Cl)cc2)no1)C(=O)c1ccc2c(c1)OCO2	.	-5	-2%	6	-9	-0.8%	0%	0%	-22
Cc1occc1C(=O)NC1CCCCCC1	11	-2	1%	1	-2	0.2%	1%	0%	-5
CCOC(=O)C1CCCN(C(=O)CSc2nnnn2C)C1 (centres undefined)	.	8	-6%	.	.	.	12%	0%	.
COC(=O)c1nc(NC(=O)c2ccccc2)n[nH]1	-5	0	-6%	2	-9	2.5%	2%	3%	-14
O=S(=O)(c1ccc(F)cc1)N1CCCNCC1	-5	0	-2%	1	-3	-3.0%	5%	-5%	13
CC(C)N(C(=O)Cn1cc(S(=O)(=O)CC(=O)NC2CCCCC2)c2ccccc21)C(C)C	0	-8	-1%	0	-3	2.2%	0%	3%	17
CC(=O)C1CCCN(C(=O)c2ccc3oc(CCc4ccccc4)nc3c2)C1 (centres undefined)	3	-1	10%	8	-7	-5.7%	-5%	-2%	-14
CC1CCCN(C(=O)c2ccc3c(c2)OCCO3)C1 (centres undefined)	-3	-1	20%	2	9	1.6%	-11%	0%	3
CC(C)c1ccc(N(CC(=O)NCCSC(C)(C)C)S(C)(=O)=O)cc1	4	-9	6%	2	-10	-0.7%	-12%	-1%	-5
COc1ccc(C(C)=O)c(Oc2ccc(S(=O)(=O)N3CCOCC3)cn2)c1	5	9	-1%	5	-3	1.0%	2%	0%	-1
CC1CC(=O)Nc2ccccc2N1C(=O)CSc1ncnc2sccc12 (centres undefined)	5	-8	-3%	0	-1	4.7%	-13%	0%	5
O=C(C1CCCN(S(=O)(=O)c2ccc(Br)s2)C1)N1CCN(c2ccc(F)cc2)CC1 (centres undefined)	4	6	-4%	1	-4	0.3%	3%	1%	-2
O=c1[nH][nH]c(-c2ccccc2)c1-c1ccccc1	.	-1	-4%	.	.	.	-1%	0%	.
C/C(=N\NC(=O)C1CCCC1)c1ccc(Cl)c(Cl)c1	3	-4	0%	0	1	-0.3%	0%	1%	13
Cc1cc(C)c(NC(=O)Cn2c([N+](=O)[O-])cnc2C)c(C)c1	7	1	-4%	3	-7	-1.0%	7%	1%	-46*
CCCCSCc1ccc(C(=O)O)o1	8	-6	0%	1	1	0.3%	-7%	0%	2
CC(=O)c1c[nH]c(C(=O)NC2CCCCCC2)c1	-2	14	-4%	2	-5	1.4%	1%	0%	-10
COc1ccccc1NS(=O)(=O)c1ccc(C)c(C(=O)NCC2(N(C)C)CCCCC2)c1	.	0	-2%	5	-4	0.0%	-12%	1%	-6
O=C(Nc1ccc(Cl)cn1)c1cccc(OCc2ccccc2)c1	1	-7	7%	10	-2	0.7%	-5%	-14%	-15
COc1cccc(C2CC(c3ccccc3OC)n3nc(N)nc3N2)c1 (centres undefined)	-8	.	5%	6	-4	0.7%	-4%	2%	9
C/C(=C\c1cc2ccccc2o1)C1Nc2cccc3cccc(c23)N1	14	.	-4%	0	3	1.7%	-1%	-4%	.
CN1CCN(S(=O)(=O)c2cccc(C(=O)N(C)Cc3cccs3)c2)CC1	1	-1	-1%	3	.	-0.7%	-12%	2%	-46*
CCC1CCCCN1CCCNC(=O)CNC(=O)Cn1ccc2ccccc2c1=O (centres undefined)	0	-19	-4%	4	-6	1.0%	.	2%	-6
CN(C)c1ccc(C2CC(=O)C=C(Nc3ccccc3N)C2)cc1 (centres undefined)	-5	-32	3%	1	-2	-3.9%	-3%	-5%	24
COc1cccc(C(=O)Nc2ccc3nc(SCC(=O)N(C)c4ccccc4)sc3c2)c1	-17	.	-2%	6	0	0.4%	1%	-5%	-14
O=C(O)c1cccc(S(=O)(=O)Nc2ccc(Cc3ccncc3)cc2)c1	.	-23	-2%	.	.	.	5%	2%	.
CSCCC(NC(=O)c1ccccc1Cl)C(=O)N1CCN(c2ccccn2)CC1 (centres undefined)	.	-7	-2%	.	.	.	3%	-2%	.
O=C(Nc1ccccc1C1CC1)c1cccs1	.	-9	-1%	1	-9	0.3%	-6%	-6%	14
CCCN(CCC)C(=O)NC1CC(=O)N(c2ccc(OC)cc2)C1 (centres undefined)	6	-2	-1%	3	2	2.0%	0%	-1%	27
Nc1nnc(C2CCCC2)s1	-2	6	-4%	1	2	3.1%	-9%	0%	-3
CCN(C(=O)CSc1nc2cc(S(=O)(=O)N(CC)CC)ccc2o1)C1CCS(=O)(=O)C1 (centres undefined)	7	6	-2%	3	1	1.1%	4%	-6%	6
O=C(N=C1SC2CS(=O)(=O)CC2N1c1cc(Cl)ccc1Cl)C1CC1 (centres undefined)	6	-29	-3%	-1	2	1.5%	2%	?	-8
COc1ccc(CCNC(=O)CSc2ccc3nnc(CCNC(=O)c4ccccc4)n3n2)cc1OC	0	1	-5%	2	6	-2.0%	-16%	-1%	19
CC(C)NC(=O)C1CCCN(c2ncnc3onc(-c4ccc(F)cc4)c23)C1 (centres undefined)	3	-12	-4%	2	-7	-0.5%	-4%	0%	1
O=C(CN1C(=O)NC2(CCc3ccccc32)C1=O)c1ccc2c(c1)OCCO2 (centres undefined)	.	3	1%	4	1	-1.7%	-10%	-3%	2
Cc1ccc(-n2c(N)cc(=O)nc2SCC(=O)N2CCN(c3ccccc3)CC2)cc1C	4	-3	-2%	5	1	-2.5%	-3%	1%	-5
N#CC1(NC(=O)COC(=O)C2=COCCO2)CCCCC1	3	-6	0%	2	-7	-3.5%	-10%	3%	-28
CCC(C)NC(=O)C1CCN(S(=O)(=O)N2CCCC2)CC1 (centres undefined)	-2	1	-4%	0	6	-0.2%	-6%	2%	8
O=C(Oc1ccccc1)c1ccccc1	.	-24	-3%	.	.	.	-3%	1%	.
CCC(=O)Nc1ccc(-c2nnc(-c3ccccc3)o2)cc1	10	-8	-6%	3	-1	9.1%	1%	0%	-10
Cc1ccc2c(c1)CCCN2C(=O)c1ccncc1	-8	-12	-3%	1	-7	0.0%	-6%	3%	-19
COCCN(C(=O)COC(=O)c1ccc(C=O)cc1)c1c(N)n(Cc2ccccc2)c(=O)[nH]c1=O	-6	0	-1%	3	-14	1.1%	11%	2%	17
COc1cc(-c2noc(CSc3nc(-c4ccc(F)cc4)cc(=O)[nH]3)n2)cc(OC)c1OC	-7	4	-3%	0	-3	-2.6%	0%	2%	-7
(listing goes on)
SMILES	D2 PAM	RXFP1 antagonist	GRP78 ERSR act	D1 agonist	D1 PAM	RXFP1 agonist	Vif-APOBEC3F blk	Vif-APOBEC3G blk	D1 antagonist
COc1cc(OC)cc(-c2nc3nc(C)c(CCC(=O)NCC(OC)OC)c(C)n3n2)c1	.	-1	-2%	2	3	1.7%	-15%	-9%	5
CC1CC(=NNC(=O)C2COc3ccccc3O2)CC(C)(C)C1 (centres undefined)	.	7	-4%	.	.	.	6%	3%	.
COc1ccc(CCNC(=O)CNC(=O)c2ccco2)cc1	0	-5	-2%	1	-5	0.2%	1%	1%	-15
CCOC(=O)c1c(NC(=O)COC(=O)c2ncc(Cl)c(Cl)c2Cl)sc(C(=O)N(C)C)c1C	-6	-23	-3%	1	-7	-1.7%	?	1%	-11
CCC1c2ccccc2C(=O)C1C(N)=O (centres undefined)	.	-7	-4%	.	.	.	-3%	2%	.
COc1cc(NC(=O)Cn2ccsc2=N)c(C)cc1[N+](=O)[O-]	-6	7	-2%	0	9	-0.1%	0%	0%	-15
CCS(=O)CCSC(=N)N (centres undefined)	-4	-6	-10%	1	-12	1.1%	-4%	2%	-1
C[n+]1ccn(CC(=O)c2cccs2)c1	5	9	0%	3	5	1.1%	-11%	3%	-13
O=S(=O)(NC1c2cccc3cccc(c23)C1Sc1ncccn1)c1ccc(Cl)cc1 (centres undefined)	8	-3	-7%	4	-6	5.3%	-1%	-1%	-9
CN(C(=O)CSc1cccc[n+]1[O-])c1ccccc1	.	-7	-2%	.	.	.	-5%	0%	.
Cc1cc(C)nc(NS(=O)(=O)c2ccc(NC(=O)CCCN3C(=O)c4ccccc4C3=O)cc2)n1	8	4	0%	1	-5	-0.2%	0%	-1%	4
OCCNc1nc(OCC(F)(F)F)nc(N2CCN(C34CC5CC(CC(C5)C3)C4)CC2)n1	-3	-5	-3%	1	-1	0.0%	.	-3%	6
CCNC(=S)N/N=C/c1ccccc1[N+](=O)[O-]	-4	-5	7%	0	-6	1.6%	?	0%	-10

Source: PubChem BioAssay

This is a subset; rates above refer to the full screens.
